# Assay outcomes deposited in PubChem by NMMLSC.
# Myeloid diff 2: induction of myeloid progenitor differentiation, primary screen, cell-based, flow cytometry, MLPCN library; ER-HoxA9 myeloid progenitors, lysozyme-GFP differentiation; calls only at 10 µM; actives 1% (n = 360,000);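 active = normalized GFP-positive differentiation at or above the plate's own cutoff, the solvent-only control mean plus 3 SD; inconclusive = no clear call, values can overlap the other calls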;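 note: cells exposed to compound for four days before flow analysis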
# Myeloid diff 2 GFP+ MAC1+ %: further read-out of Myeloid diff 2, marked with its call; GFP+ MAC1+ double positive, %; measured here: differentiation confirmed by MAC1 staining
# * hit, by the source's call; i = inactive; ? = inconclusive; / = no result given; + = active, no number. The list is partial; count on the stated rates, not on these rows.
SMILES,Myeloid diff 2,Myeloid diff 2 GFP+ MAC1+ %
Cc1ccc(NC(=O)Nc2nnc([C@@H]3C[C@H](O)[C@@H](CO)O3)s2)cc1,i,0.6
Cc1cccc(C)c1N1C(=O)c2ccccc2NC(=O)C1C(=O)NCCc1ccccc1 (stereo not drawn),i,1.6
N#Cc1cccc(C(=O)C(=O)N2CCN(c3ccccc3)CC2)c1,i,1.2
CC1(C(=O)NCc2ccccc2)CN(S(C)(=O)=O)CC(=O)N1CC(F)(F)F (stereo not drawn),i,1.4
CCc1nc2ccc(C(=O)NCc3ccc4c(c3)OCO4)cn2c1N(CC)Cc1cccc(Br)c1,i,1.1
CCOC(=O)C1=CC[C@@H](c2ccccc2)N(S(=O)(=O)c2ccc(C)cc2)[C@@H]1C#N,i,3.3
Cc1cc2c(c(=O)o1)C1(C)CC(C)(O2)c2c(cc(C)oc2=O)O1,i,0.9
OC[C@@H]1CN(Cc2ccccc2)C[C@H](n2cnc3c(NC4CC4)ncnc32)O1,i,0.4
CCOC(=O)C1=CCN(S(=O)(=O)c2ccccc2C)C1c1ccc(F)cc1 (stereo not drawn),i,1.5
COc1ccc(-c2cnc(C(O)c3ccc(CN4CCCCC4)cc3)[nH]2)cc1 (stereo not drawn),i,1.2
O=C(NC1CCCC1)C1C(c2ccc(C(F)(F)F)cc2)=Nc2ccccc2N1C(=O)c1cccc2ccccc12 (stereo not drawn),i,2.1
CCOC(=O)[C@]12CCCC=C1N(Cc1cccc3ccccc13)C(=O)[C@H](CC(=O)NCC1CCCCC1)C2,i,0.4
CN(Cc1ccc(C(F)(F)F)cc1)C(=O)[C@H]1O[C@@H](n2cnc3c(N)ncnc32)[C@H](O)[C@@H]1O,i,0.7
CCOC1=C2[C@@H](CN(S(=O)(=O)c3ccc(C)cc3)[C@H]2c2ccccc2F)[C@H]2C(=O)N(C3CCCCC3)C(=O)[C@H]2C1,i,0.8
CCOC(=O)[C@]12CCCC=C1N(Cc1cccc3ccccc13)C(=O)[C@H](CC(=O)NCCc1ccccc1OC)C2,i,0.7
CC(C)C(N)c1csc(NC(=O)Nc2ccccc2C(C)(C)C)n1 (stereo not drawn),i,1.3
COC(=O)[C@@]1(Cc2ccc(OC)cc2)[C@H]2c3cc(C(=O)N4CCCC4)n(Cc4ccsc4Br)c3C[C@H]2CN1C(=O)c1ccccc1,i,0.9
Cc1cc(C(O)c2ncc(-c3ccccc3F)[nH]2)ccc1F (stereo not drawn),i,1.0
CC(C)N1CCCC(C)(C(=O)Nc2nc3ccccc3[nH]2)C1 (stereo not drawn),i,0.3
COCCNC(=O)C1(C)CCCN(CCC(=O)c2ccc(Br)cc2)C1 (stereo not drawn),i,1.2
CCOC(=O)C1(C)CCCN1C(=O)c1cncc(Br)c1 (stereo not drawn),i,0.9
COc1cccc(CNc2nc3cc(-c4csc5ccccc45)sc3c(=O)n2C)c1,i,0.7
CC1(C(=O)NS(=O)(=O)c2cccc(F)c2)CCN1C(=O)c1ccccc1CCc1ccccc1 (stereo not drawn),i,0.6
COCCNC(=O)C1CCCN(Cc2ccc(Cl)cc2)CC1 (stereo not drawn),i,0.9
Cc1c(C(=O)NCc2ccccc2C(F)(F)F)sc(=O)n1Cc1ccc(Cl)c(Cl)c1,i,3.7

# Next compounds:
SMILES,Myeloid diff 2,Myeloid diff 2 GFP+ MAC1+ %
O=C(c1ccc(Cl)c(Cl)c1)N1CCC(=O)N([C@H](COCc2cccc(C(F)(F)F)c2)Cc2ccccc2)CC1,i,0.8
COC(=O)[C@]12CCCCC=C1N(CCC1=CCCCC1)C(=O)[C@H](CC(=O)NCCC(C)C)C2,i,0.9
CCOC(=O)N1CCN(C(C(=O)NC2CCCC2)c2ccco2)CC1 (stereo not drawn),i,0.2
CC(C)C[C@H]1CNC(=S)N1C[C@H]1CCCN1C[C@H](Cc1ccccc1)N1C[C@H](CC(C)C)N(CCc2ccccc2)C1=S,?,/
CC(C)N1CCC1(C)C(=O)Nc1ccccc1OC(F)F (stereo not drawn),i,0.8
COCCN1C(=O)CN(S(C)(=O)=O)CC1(C)C(=O)NC(C)C (stereo not drawn),i,3.1
Nc1[nH]c(C(=O)c2ccccc2)c(-c2ccncc2)c1C(=O)NCc1ccc(Cl)cc1,i,0.5
CN(C)C1CN(Cc2cn(Cc3ccc(C(F)(F)F)cc3)nn2)S(=O)(=O)C1 (stereo not drawn),i,0.4
O=C(NCc1ccccc1)c1cc(C2CCCCN2C(=O)OCCF)on1 (stereo not drawn),i,0.9
Cc1nc2c(OCc3ccccc3)cccn2c1N(C)C(=O)C1CCCCC1,i,0.5
COC(=O)CC1CC2(C(=O)OC)c3[nH]c4ccccc4c3CCN2C1=O (stereo not drawn),i,0.9
CCOc1ccc(-c2cc(C(=O)NC3CCCCC3)[nH]n2)c(C)c1,i,0.8
CSCCC(c1nc2ccccc2[nH]1)n1c(-c2ccc(C)cc2)nc2ccccc21 (stereo not drawn),i,1.8
CCN(CC)c1c(C)nc2ccc(C(=O)NCc3ccc4c(c3)OCO4)cn12,i,1.9
CC(=O)Nc1ccc(CN2C(=O)C(C)(C)ON=C2c2ccc(NC(C)=O)cc2)cc1,i,3.6
Cc1cc(C)nc(Nc2nc(C(N)c3ccccc3)cs2)n1 (stereo not drawn),i,2.2
COc1ccc(NC(=O)C2(C)CCN2Cc2ccc(OC(C)C)cc2)cc1OC (stereo not drawn),i,0.8
COc1ccc(C(C(=O)NCc2ccccc2)n2c(=O)c(-c3cc4ccccc4[nH]3)nc3ccccc32)cc1 (stereo not drawn),i,4.9
CCCCCCCCN1C(=O)[C@H](CC(=O)NCc2ccccc2)C[C@@]2(C(=O)OC)CC(C)(C)CC=C12,i,3.2
COc1ccc(C(C)=O)cc1CN1C(=O)C(C)ON=C1c1ncccc1C (stereo not drawn),i,2.3
CC(C)C[C@H]1CN(CCCC[C@H]2CNC(=O)C(=O)N2CCC2CCCCC2)C(=O)C(=O)N1CCc1ccccc1,i,1.2
O=C(Nc1cccc(C(F)(F)F)c1)C1Cc2c(-c3ccc(Cl)cc3)ccnc2O1 (stereo not drawn),i,0.9
NC(c1ccccc1)c1csc(NC(=O)NCC2CCCCC2)n1 (stereo not drawn),i,0.2
CC(C)NC(=O)C1(C)CCN1C(=O)Cc1ccc(-c2ccccc2)cc1 (stereo not drawn),i,0.8
COc1ccccc1Cc1c(-c2ccc(OC)c(OC)c2)nc2ccc(C)cn12,i,1.0

# (cont.)
SMILES,Myeloid diff 2,Myeloid diff 2 GFP+ MAC1+ %
COc1cccc(CN2CCC2(C)C(=O)Nc2ccc(Cl)c(Cl)c2)c1F (stereo not drawn),i,2.4
COCCN1C(=O)CCC1(C)C(=O)NC(C)(C)C (stereo not drawn),i,1.1
COCCNC(=O)C1(C)CCCN(Cc2cc3ccccc3o2)C1 (stereo not drawn),i,0.9
COc1ccc(S(=O)(=O)N2CCCCC2c2cc(C(=O)Nc3ccc(F)c(Cl)c3)no2)cc1 (stereo not drawn),i,1.7
CCCCCCCCN1C(=O)[C@H](CC(=O)NCCCC)C[C@@]2(C(=O)OC)CC(C)(C)CC=C12,i,1.7
CC1(c2nnnn2Cc2ccccc2)CCC(=O)N1Cc1ccc(F)cc1 (stereo not drawn),i,1.0
CS(=O)(=O)Nc1cccc(NC(=O)C2Cc3c(-c4ccccc4)ccnc3O2)c1 (stereo not drawn),+,5.0*
Nc1sc(-c2ccccc2)cc1C(=O)NCCc1ccc(Cl)cc1,i,2.8
CC1(c2nnnn2-c2ccc3c(c2)OCCO3)CCC(=O)N1C1CCN(Cc2ccccc2)CC1 (stereo not drawn),i,0.6
Cc1ccc(S(=O)(=O)N2C3CCCCC3O[C@H]2CC(=O)OCc2ccccc2)cc1 (stereo partly drawn),i,2.1
COc1ccc(Cl)cc1-c1cc(C(=O)NCC2CCCCC2)[nH]n1,i,0.5
CC1(C(=O)NS(=O)(=O)c2cccc(F)c2)CCN1C(=O)CC1CCCCC1 (stereo not drawn),i,0.8
Cc1cccnc1C(NC(=O)C1CCN(CCCOc2ccc(F)cc2)CC1)c1ccccc1 (stereo not drawn),i,0.7
S=c1[nH]cc(Oc2ccc(Cl)cc2Cl)c(=S)[nH]1,i,1.0
c1ccc(COc2ccc(-c3cc4nc(NCCN5CCOCC5)ccn4n3)cc2)cc1,i,0.9
CN(C)CCNc1nc(-c2ccccc2CO)c2sccc2n1,i,1.4
Cc1cc(C(F)(F)F)c2c(N)c(C(=O)NCc3ccc(Cl)cc3)sc2n1,i,0.8
CC(CCl)n1c(=O)c2ccccc2n1C(=O)c1ccccc1 (stereo not drawn),i,1.4
CCOC1=C2CN(S(=O)(=O)c3ccc(C)cc3)[C@H](c3ccccc3)C[C@@H]2N(S(C)(=O)=O)[C@H](c2ccccc2)C1,i,1.3
O=[N+]([O-])c1ccc(NN=C2CC3CCC2C3)c([N+](=O)[O-])c1 (stereo not drawn),i,0.1
CC1(C(=O)NS(=O)(=O)c2ccc(F)cc2F)CCN1C(=O)Cc1cc(F)ccc1F (stereo not drawn),i,0.6
CC1(C(=O)NS(=O)(=O)c2cccc(OC(F)F)c2)CCN1C(=O)C/C=C/c1ccccc1 (stereo not drawn),i,1.2
O=C(Nc1ccc(C(O)c2ccccc2)cc1)[C@@H]1O[C@H](CO)[C@H](O)[C@H](O)[C@H]1O (stereo partly drawn),i,1.8
N#Cc1cccc(NC(=O)c2cc(C3CCCCN3C(=O)CCc3ccccc3)on2)c1 (stereo not drawn),i,0.5
Cn1c(=O)c2cc(NC(=O)CCc3ccccc3)ccc2n1-c1ccccc1F,i,2.0

# As a working copy, some entries already given:
SMILES,Myeloid diff 2,Myeloid diff 2 GFP+ MAC1+ %
Cc1ccc(NC(=O)Nc2nnc([C@@H]3C[C@H](O)[C@@H](CO)O3)s2)cc1,i,0.6
Cc1cccc(C)c1N1C(=O)c2ccccc2NC(=O)C1C(=O)NCCc1ccccc1 (stereo not drawn),i,1.6
N#Cc1cccc(C(=O)C(=O)N2CCN(c3ccccc3)CC2)c1,i,1.2
CC1(C(=O)NCc2ccccc2)CN(S(C)(=O)=O)CC(=O)N1CC(F)(F)F (stereo not drawn),i,1.4
CCc1nc2ccc(C(=O)NCc3ccc4c(c3)OCO4)cn2c1N(CC)Cc1cccc(Br)c1,i,1.1
CCOC(=O)C1=CC[C@@H](c2ccccc2)N(S(=O)(=O)c2ccc(C)cc2)[C@@H]1C#N,i,3.3
Cc1cc2c(c(=O)o1)C1(C)CC(C)(O2)c2c(cc(C)oc2=O)O1,i,0.9
OC[C@@H]1CN(Cc2ccccc2)C[C@H](n2cnc3c(NC4CC4)ncnc32)O1,i,0.4
CCOC(=O)C1=CCN(S(=O)(=O)c2ccccc2C)C1c1ccc(F)cc1 (stereo not drawn),i,1.5
COc1ccc(-c2cnc(C(O)c3ccc(CN4CCCCC4)cc3)[nH]2)cc1 (stereo not drawn),i,1.2
O=C(NC1CCCC1)C1C(c2ccc(C(F)(F)F)cc2)=Nc2ccccc2N1C(=O)c1cccc2ccccc12 (stereo not drawn),i,2.1
CCOC(=O)[C@]12CCCC=C1N(Cc1cccc3ccccc13)C(=O)[C@H](CC(=O)NCC1CCCCC1)C2,i,0.4

# Next results:
SMILES,Myeloid diff 2,Myeloid diff 2 GFP+ MAC1+ %
COC(=O)C1=CN(c2ccccc2OC)C(N)=C(C#N)C1c1cccc([N+](=O)[O-])c1 (stereo not drawn),?,/
CCCNC(=O)c1cc2c(c(-c3cccc(-c4cc5ccccc5o4)c3)n1)[C@H](CCO)N(C(=O)NC(C)C)C2,i,1.3
Nc1ccn([C@@H]2O[C@H](C(=O)N[C@H](CO)Cc3ccccc3)[C@@H](O)[C@H]2O)c(=O)n1,i,0.6
Cc1cccc(C)c1NC(=O)c1csc([C@H]2C[C@H](O)[C@@H](CO)O2)n1,i,0.4
COc1cc(C(O)c2nc(-c3ccc4ccccc4c3)cs2)ccc1F (stereo not drawn),i,1.9
COc1ccc(NC(=O)C2(C)CCCN(C(C)C)C2)cc1OC (stereo not drawn),i,0.2
Cc1c(C(=O)NCc2cccs2)sc(=O)n1Cc1ccc(S(C)(=O)=O)cc1,i,3.0
CC1=C(C(=O)N(C)C)CC(CC(=O)NCc2cccc3ccccc23)C(=O)N1Cc1ccc(C(C)(C)C)cc1 (stereo not drawn),i,1.2
Cc1ccc(S(=O)(=O)NC(=O)C2(C)CCN2C(=O)C2CCCCC2)cc1 (stereo not drawn),i,1.6
CCCCCc1c(-c2cccc(Cl)c2)ncn1CCc1ccccc1OC,i,0.5
CC(C)(C)c1ccc(CC(=O)N2CCC2(C)C(=O)NCc2ccc3c(c2)OCO3)cc1 (stereo not drawn),i,0.8
Cn1nc(C(C)(C)C)cc1NC(=O)C1(C)CCN1C(=O)Cc1ccc(-c2ccccc2)cc1 (stereo not drawn),i,0.9
O=C1c2ccccc2C(c2nc3ccccc3[nH]2)N1c1ccccn1 (stereo not drawn),i,1.6
CCC(CO)Nc1ccn2nc(-c3cccc(Cl)c3)cc2n1 (stereo not drawn),i,1.3
Cc1nc(C(F)(F)F)ccc1C(=O)N1CCC1(C)C(=O)NS(=O)(=O)c1ccc(Cl)cc1 (stereo not drawn),i,1.1
CC(=O)Nc1cc(-c2cccc(F)c2)cn2c(-c3ccc(F)cc3)cnc12,i,1.5
NC(Cc1ccc(C(F)(F)F)cc1)c1csc(Nc2ccc(C(=O)NCc3ccco3)cn2)n1 (stereo not drawn),i,0.7
OC(c1cccc(CN2CCCCC2)c1)c1ncc(-c2cccc(C(F)(F)F)c2)[nH]1 (stereo not drawn),i,2.1
COc1ccc(NC(=O)c2cc(C3CCCCN3C(=O)OCC(C)C)on2)c(C)c1 (stereo not drawn),i,1.5
Nc1nc2ncccc2cc1C(=O)NCCc1cccs1,i,1.0
Cc1cccc(C)c1NC(=O)C(c1ccc(C(F)(F)F)cc1)n1c(=O)c(-c2ccco2)nc2ccccc21 (stereo not drawn),i,2.6
